Autophagy HCS: autophagy modulators in MEF cells, primary screen, imaging, high-content, MEF GFP-LC3; MEF GFP-LC3 puncta imaging; test concentration mostly 10 µM; calls only at 10 µM (by protocol); 190,000 tested, 0.98% active;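 active = percentage of spot-positive cells more than 3 SD above its plate mean, without a fluorescence outlier flag or 80% toxicity; inconclusive = no clear call, values can overlap the other calls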;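 note: spot-positive cell cutoff set from DMSO-treated cells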
WT yeast gro inh: growth inhibition of WT strain, primary screen, mitochondrial fusion inhibitor project, WT and mutant strains, chemical genetic; mitochondrial fusion phenotypic screen; inhibition, % at 10 µM; 190,000 tested, 2.1% active; AID 1362, 2008; in the data active = inhibition above about 58%; tested in S. cerevisiae
XIAP antagonists: XIAP antagonists, biochemical, IAP family, fluorescence polarization (AID 1018). E3 ubiquitin-protein ligase XIAP (Homo sapiens). XIAP BIR domain, fluorescence polarization peptide displacement; higher % means a stronger effect. displacement, % at 20 µM; hits with a dose series show IC50 in µM. 200,000 tested, 0.007% active; in the data active = displacement above about 50%; note: a part of the inactive calls stands beside numbers as strong as those of hits
Lipid droplet: inhibitors of hepatocyte lipid droplet formation, primary screen, imaging, high-throughput imaging, BODIPY stain; AML12 mouse hepatocytes, oleate lipid droplets; AID 1656, 2009; inhibition, % at 6.5 µM; 240,000 tested, 0.4% active;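 active = lipid droplet intensity inhibited by at least 50%, with more than 500 cells counted; inconclusive = wells with under 300 cells, treated as cytotoxic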
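Material – mouse AML12 hepatocyte cell line, fixed after treatment · Compound dosing – one dose, 6.5 µM compound · Times – compound with oleate, overnight · Measured by – Image-based BODIPY and DAPI two-channel analysis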
Insulin prom up: insulin promoter activators in MIN6 cells, imaging, high-content screening, mouse beta cells; 190,000 tested, 0.3% active; MIN6 insulin promoter-GFP reporter; stronger effect = higher value; z-score at 5 µM;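 active = z-score above 3 at 5 µM with at least 500 cells counted in the well; inconclusive = wells under 500 cells, flagged as cytotoxic or low count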
b-catenin transl: modulators of beta-catenin nuclear translocation, primary screen, imaging, HeLa cells, immunofluorescence, high-content. nuclear translocation activity, % at 5 µM. 190,000 tested, 0.3% active;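 active = nuclear translocation activity above 50% at 5 µM, with a well cell count of 50 or more; inconclusive = wells under 50 cells across six images, flagged as toxic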;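 note: per-cell ratio of nuclear to cytoplasmic median beta-catenin stain intensity; plate controls were DMSO negative control for no effect and GSK-3 inhibitor IX positive control for full effect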
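Test system: human HeLa cells, native beta-catenin. Compound dosing: 5 µM primary single dose, 0.1% DMSO, 0.02–20 µM confirmation series. Incubation: compound exposure 24 h at 37°C. Detection: beta-catenin immunostaining with DAPI counterstain, 20x imaging, 6 fields/well. Read-out basis: Nuclear/cytoplasmic beta-catenin signal ratio, % activation.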
Dynein cargo inh: inhibitors of GR-EGFP nuclear translocation, primary screen, dynein cargo transport inhibitor project, imaging, high-content, 3617.4 mouse cells | AID 1381, 2008 | test concentration mostly 20 µM; stimulated with dexamethasone, 1 µM; stronger effect = lower value | 220,000 tested, 0.47% active | z-score, hits read low;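 active = plate z-score of nuclear minus cytoplasmic receptor signal below a set negative limit, without overly bright fluorescence or cell loss, cut at about -3.5 in these data, passing the limit was not always enough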;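 note: z-score of nuclear minus cytoplasmic ring GR-EGFP intensity difference per well; some compounds called inactive have numbers as strong as hits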
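Buffer or medium: tet-free, stripped-serum medium; reagent: dexamethasone at 1.0 µM final, 30 min; incubation: 48 h induction, 1 h compound, 30 min dex at 37 °C; measured by: formaldehyde fixation, Hoechst nuclear stain, 10x automated fluorescence imaging; read-out: nuclear-to-cytoplasmic GR-EGFP distribution per well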
ER stress rescue: rescue of cells from ER stress-induced death, primary screen, 384-well, CSM14.1, thapsigargin, ATP luminescence (AID 1222). CSM14.1 thapsigargin-induced death rescue, ATP luminescence; higher % means a stronger effect. 190,000 tested, under 10 active. cellular ATP content (survival), % at 20 µM; hits with a dose series show EC50 in µM;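 active = EC50 below 50 µM in the dose-response confirmation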;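 note: death triggered by thapsigargin at about 15 µM added after 2 h compound pretreatment; cell ATP read after overnight thapsigargin exposure of roughly 18 to 22 hours; normalized against plate controls of thapsigargin alone and 5% DMSO vehicle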
MT stabilizer: microtubule stabilizers in HeLa cells, primary screen, imaging, high-content imaging. AID 2205, 2009. 200,000 tested, 0.83% active. % tubulin-high responders, % at 10 µM. HeLa tubulin immunostaining HCS, 24 h; share of cells brighter than vehicle mean+2SD;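 active = plate Z-score above 3 for both tubulin-high and condensed-nucleus cell shares, with cell loss under 80%, at 10 µM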;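 note: anti alpha tubulin signal scored within the nucleus-defined area of each cell; some results filed as inactive read as strong as hits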
WT yeast gro inh mutant strain: also measured in WT yeast gro inh; calls as there; inhibition, %; mitochondrial fusion phenotypic screen, mutant strain inhibition
Dynein cargo inh cytoplasmic EGFP: recorded beside Dynein cargo inh, whose call it bears; z-score; measured here: cytoplasmic GR-EGFP intensity; stronger effect = higher value
Dynein cargo inh nuclear GR-EGFP: second read-out of Dynein cargo inh, no call of its own (marks repeat the call); z-score; measured here: nuclear GR-EGFP intensity;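 lower value marks the stronger effect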
Dynein cargo inh cell count: also measured in Dynein cargo inh; calls as there; z-score; measured here: cell count per field
Insulin prom up cell count: also measured in Insulin prom up; calls as there; cell count; measured here: cytotoxicity, nuclei count;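 total cells summed across four imaged fields per well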
Lipid droplet cells 6.5 µM: recorded beside Lipid droplet, whose call it bears; cell count; measured here: cell count, cytotoxicity flag;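 cells counted across two imaged fields per well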
b-catenin transl cell count 5 µM: recorded beside b-catenin transl, whose call it bears; cell count; measured here: cell count, cytotoxicity flag
MT stabilizer Hoechst-high %: further read-out of MT stabilizer, marked with its call; % Hoechst-high responders; measured here: nuclear condensation Hoechst responders;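 share of cells brighter than vehicle mean plus two SD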
MT stabilizer cytotoxicity %: recorded beside MT stabilizer, whose call it bears; toxicity, %; measured here: cytotoxicity by cell density;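 0% = mean cell density of plate MIN control wells and 100% = no cells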
Autophagy HCS cell loss 18 h: further read-out of Autophagy HCS, marked with its call; toxicity, %; measured here: cell loss, nuclei count;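 cell loss after 18 h compound exposure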
Numbers without * were called inactive; i = inactive; ? = inconclusive; nt = not tested or not shown.

SMILES	Autophagy HCS	Autophagy HCS cell loss 18 h	WT yeast gro inh	WT yeast gro inh mutant strain	XIAP antagonists	Lipid droplet	Lipid droplet cells 6.5 µM	Insulin prom up	Insulin prom up cell count	b-catenin transl	b-catenin transl cell count 5 µM	Dynein cargo inh	Dynein cargo inh cytoplasmic EGFP	Dynein cargo inh nuclear GR-EGFP	Dynein cargo inh cell count	ER stress rescue	MT stabilizer	MT stabilizer Hoechst-high %	MT stabilizer cytotoxicity %
COc1ccc(C(=O)NCC(=O)OCC(=O)c2ccc3c(c2)OCCO3)cc1	i	-17	-1	-8	-3.6%	-1	812	-0.52	823	nt	nt	-0.8	-0.037	-0.31	0.73	-1.5%	1.1	0.8	9.1
O=C(COC(=O)C12CC3CC(CC(Br)(C3)C1)C2)N1CCOCC1	i	-10	0	-16	-3.4%	18	704	0.39	1396	-1.2	1146	-0.2	-0.24	-0.22	0.17	0.0%	6.8	1.8	9.2
O=C(N/C(=C\c1ccc(Cl)cc1)C(=O)N1CCOCC1)c1ccc([N+](=O)[O-])cc1	i	22	13	4	-5.1%	-50	720	1.7	1234	-0.9	1135	2.2	-0.22	1.7	-0.85	-9.6%	4.4	2.2	7.5
O=C(c1ccc(Cl)cc1)N1CCCC(c2ccccc2)=N1	i	30	4	2	0.2%	nt	nt	0.38	1623	-0.6	1382	-0.98	-0.21	0.16	1.2	-0.9%	2.2	1.7	2.8
COC(=O)c1ccc(Cn2cc(C(F)(F)F)ccc2=O)cc1	i	1	11	7	-1.4%	3	694	-1.6	1244	-0.6	1047	-0.14	-0.27	0.2	-0.16	-1.1%	2.3	2.9	6.1
CC(C)N1CCN(Cc2cccc(-c3ccco3)c2)CC1CCO (stereo not drawn)	i	9	1	5	-8.2%	14	735	1.1	1648	0.1	1592	-0.53	-0.26	-0.13	0.52	0.0%	6.0	1.6	8.2
C/C(=N\NC(=S)NCc1ccccc1)c1ccc(Br)cc1	i	-8	71*	49*	-0.2%	1	668	0.33	1189	3.7	986	-0.43	-0.3	0.24	0.32	0.5%	2.4	3.2	8.9
CCOC(=O)C1=C(Nc2cccc(Cl)c2)OCC1=O	i	3	-4	-6	-4.5%	nt	nt	-0.06	1076	-6.1	1047	-0.22	-0.063	-0.085	0.39	0.3%	2.0	1.3	2.1
COc1ccc(-c2ccc(SCC(=O)N3CCCC3)nn2)cc1OC	i	5	-6	-5	0.7%	nt	nt	-0.6	1002	-0.8	1172	0.89	-0.087	0.64	-0.96	-1.0%	4.7	2.4	9.8
O=C(O)c1ccccc1Nc1ccc([N+](=O)[O-])cc1	i	-2	-6	-16	-9.9%	2	622	0.1	1105	5.6	833	0.17	-0.32	-0.11	0.1	-1.9%	7.2	2.0	12
Cn1nc([N+](=O)[O-])nc1Sc1nnc(-c2ccccc2)o1	i	12	-3	9	-7.5%	?	nt	?	nt	11	798	-3.7*	0.94*	-1.6*	0.075*	1.8%	3.8	2.8	1.0
COc1cccc(/C=N/NC(=O)CNC(=O)COc2cccc(C)c2)c1O	nt	nt	nt	nt	nt	2	734	-0.11	1049	2.1	1128	-0.25	-0.27	0.32	0.021	nt	nt	nt	nt

Part of the list above, showing only ER stress rescue:
SMILES	ER stress rescue
C/C(=N\NC(=S)NCc1ccccc1)c1ccc(Br)cc1	0.5%
CCOC(=O)C1=C(Nc2cccc(Cl)c2)OCC1=O	0.3%

Next structures.
SMILES	Autophagy HCS	Autophagy HCS cell loss 18 h	WT yeast gro inh	WT yeast gro inh mutant strain	XIAP antagonists	Lipid droplet	Lipid droplet cells 6.5 µM	Insulin prom up	Insulin prom up cell count	b-catenin transl	b-catenin transl cell count 5 µM	Dynein cargo inh	Dynein cargo inh cytoplasmic EGFP	Dynein cargo inh nuclear GR-EGFP	Dynein cargo inh cell count	ER stress rescue	MT stabilizer	MT stabilizer Hoechst-high %	MT stabilizer cytotoxicity %
c1ccc2c(c1)nc(-c1ccncc1)n1nnnc21	i	-3	5	1	-3.2%	-5	726	nt	nt	-7.4	557	-0.6	-0.18	-0.092	0.64	-0.4%	1.3	0.4	9.7
NC(=O)C1CCN(C(c2ccccc2)c2nnnn2C2CCCC2)CC1 (stereo not drawn)	i	-8	-6	1	-11%	-6	774	nt	nt	-5.8	640	2.1	-0.082	1.7	-2.4	-2.9%	5.9	1.7	4.0
NC(=O)NCCCC(NC(=O)c1ccc(C#CC2(O)CCCCC2)cc1)C(=O)O (stereo not drawn)	i	-22	13	6	-4.6%	-9	570	-0.69	1663	5.4	772	1.6	0.32	2.1	-1.7	-0.7%	1.9	0.5	1.2
CC1CCCCN1C(=O)c1cccc(NC(=O)c2ccccc2)c1 (stereo not drawn)	i	-11	-14	-15	4.0%	-23	721	0.5	1431	-0.5	1468	2.1	-0.27	0.54	-0.82	-1.1%	3.7	2.0	17
CC(=O)CSc1nnc2cc(C)c3ccccc3n12	i	16	44	6	-4.8%	2	660	-0.09	1358	1.0	1010	-1.1	-0.19	-0.68	0.28	0.4%	1.9	2.3	9.8
Cc1ccc(CSc2nnc(-c3cccs3)n2C)cc1	i	5	-3	-2	-1.7%	-16	739	-0.58	1042	-2.2	1231	0.53	-0.19	0.85	0.73	-2.5%	5.4	18	98
COc1ccc(S(=O)(=O)N(C)CC(=O)Nc2ccccc2C(F)(F)F)cc1	i	-1	12	-7	-3.4%	-15	649	nt	nt	nt	nt	0.012	-0.24	-0.19	-0.61	-3.1%	3.6	2.1	6.7
O=C(O)c1ccc(Cl)c(S(=O)(=O)Nc2cccc(C(=O)Nc3cccc(C(F)(F)F)c3)c2)c1	i	-2	6	2	-9.8%	12	711	0.89	1639	0.2	886	-0.26	-0.36	0.37	0.25	-0.7%	4.2	3.1	7.3
COc1cc(/C=C2/S/C(=N/S(=O)(=O)c3ccccc3)NC2=O)c([N+](=O)[O-])cc1OC	i	-3	10	-4	-5.7%	14	794	nt	nt	nt	nt	-0.51	-0.29	-0.46	-0.041	-0.8%	1.5	1.5	5.0
COc1ccccc1C1/C(=C(/O)c2ccc(C)cc2)C(=O)C(=O)N1CCN1CCOCC1 (stereo not drawn)	i	4	4	1	-7.5%	-3	674	1	1597	-0.8	1106	1.1	-0.15	0.67	-0.88	-0.2%	5.3	2.8	4.2
COc1cccc(NC(=O)Cc2cccs2)c1	i	11	-16	-12	0.0%	nt	nt	-0.11	1296	-3.5	926	-1.3	-0.16	-0.35	0.75	0.0%	3.1	3.0	17
CCOC(=O)c1c(N)n(-c2ccc(N)cc2)c2nc3ccccc3nc12	i	10	-8	-11	-6.5%	42	669	-0.22	1235	-2.5	526	-1	-0.16	-0.012	0.24	-1.4%	4.5	1.7	5.8
CC1CCN(CCNC(=O)C2CCCN(S(=O)(=O)c3cccc4nonc34)C2)CC1 (stereo not drawn)	i	-7	-9	-11	-1.6%	nt	nt	-0.63	862	nt	nt	1.1	-0.1	0.47	-0.082	-0.5%	2.9	1.4	8.2
Cc1ccccc1C(=O)N1CCC(C(=O)Nc2nccs2)CC1	i	0	-3	-10	-19%	4	676	1.5	1586	-1.4	912	0.76	-0.28	0.38	-0.77	-0.2%	1.6	1.2	8.4
O=C(OCc1nnc(-c2ccccc2)o1)c1ccc(Cl)cc1	i	-9	-4	-18	-7.1%	-2	666	nt	nt	-0.5	1547	-0.064	-0.25	-0.27	0.55	-1.7%	3.7	3.6	9.8
O=C(O)CCC(=O)NNC(=O)COc1ccc(Cl)cc1Cl	i	1	-18	12	3.7%	9	700	0.36	1503	-0.5	1565	-0.08	-0.32	-0.12	-0.049	1.9%	6.2	2.5	6.5
O=c1cc(-c2ccc([N+](=O)[O-])cc2)nc2cc(-c3ccc(F)cc3)[nH]n12	i	-2	22	8	-6.6%	-3	649	0.87	1351	-0.9	896	1.2	-0.17	0.42	-0.61	-2.8%	7.6	1.4	3.1
O=C(N/N=C/c1ccc(O)cc1)c1cc(C23CC4CC(CC(C4)C2)C3)[nH]n1	nt	nt	nt	nt	nt	0	667	-0.21	1047	-0.5	1321	0.18	-0.16	0.28	-0.0057	nt	nt	nt	nt
O=C(O)c1ccccc1-c1nc2ccccc2[nH]1	i	-11	2	5	-3.5%	14	692	-0.06	1408	-4.1	1160	-0.24	1	0.036	0.55	-2.1%	4.8	1.3	14
CCS(=O)(=O)NC(C)C(c1cccs1)N1CCN(c2ccc(OC)cc2)CC1 (stereo not drawn)	i	-10	-7	-26	-7.8%	-1	699	0.82	1167	-0.5	1137	0.66	-0.071	0.48	-0.25	-0.4%	2.7	2.1	11
CCc1ccc(N(C2C=CS(=O)(=O)C2)S(=O)(=O)c2ccc(C)cc2)cc1 (stereo not drawn)	nt	nt	nt	nt	nt	6	710	0.41	1064	1.9	1330	0.68	-0.2	0.21	-0.35	nt	nt	nt	nt
Cc1cccc(C)c1Nc1c(-c2ccsc2)nc2ncccn12	i	10	13	-6	-5.5%	-3	642	0.81	1285	-2.6	493	-0.48	-0.24	-0.16	0.4	-7.5%	3.6	1.2	7.2
